# Furin inh: inhibitors of human furin; purified furin, fluorogenic substrate cleavage; inhibition, % at 30 µM; actives 0.061% (n = 220,000); in the data active means inhibition above about 25%; further: inactives centre near -15
# p97 ATPase inh: blocks human p97 ATPase activity. recombinant p97 ATPase, Kinase-Glo ATP luminescence, 3 h. actives 0.42% (n = 220,000). inhibition, % at 8 µM. P55072. AID 1481; in the data active means inhibition above about 15%;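 further: 0% = DMSO vehicle and 100% = wells lacking enzyme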
# Wee1 degr inh: inhibitors of human Wee1 degradation; P30291; HeLa Luc-Wee1K328M stability, luciferase luminescence; 100% = proteasome inhibitor MG132 effect; reporter increase, % at 5 µM; actives 1.2% (n = 220,000);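 active means activation above the mean of all tested compounds plus 3 SD, set per screening run, cut at about 8.8% in these data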;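 further: cells exposed to compound for 20 h before luminescence read; 0% = DMSO alone and 100% = MG132 at 30 µM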
# PERK inhibitor: blocks human PERK kinase. CHO PERK-DD fusion, SEAP luminescence translation reporter. Q9NZJ5. inhibition, % at 5.6 µM. actives 0.17% (n = 220,000);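 active means inhibition above the mean inhibition of all tested compounds plus 3 SD, set separately per screening campaign, cut at about 2.9% in these data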;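 further: PERK kinase domain activated by AP20187 dimerizer at 100 nM; 0% = DMSO with dimerizer and 100% = rapamycin at 8.4 µM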
# FXIa inh: factor XIa (human) inhibition | purified FXIa, Boc-Glu-Ala-Arg-AMC fluorogenic substrate | actives 0.14% (n = 220,000) | inhibition, % at 5 µM;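 active means inhibition of at least 40%; inactive means inhibition below 40%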;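 further: fluorescence of freed AMC excited at 355 nm; 0% = enzyme without compound and 100% = no enzyme blank; many of its hits are not listed in these tables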
# Target sequence (P03951 19-387 limits assumed): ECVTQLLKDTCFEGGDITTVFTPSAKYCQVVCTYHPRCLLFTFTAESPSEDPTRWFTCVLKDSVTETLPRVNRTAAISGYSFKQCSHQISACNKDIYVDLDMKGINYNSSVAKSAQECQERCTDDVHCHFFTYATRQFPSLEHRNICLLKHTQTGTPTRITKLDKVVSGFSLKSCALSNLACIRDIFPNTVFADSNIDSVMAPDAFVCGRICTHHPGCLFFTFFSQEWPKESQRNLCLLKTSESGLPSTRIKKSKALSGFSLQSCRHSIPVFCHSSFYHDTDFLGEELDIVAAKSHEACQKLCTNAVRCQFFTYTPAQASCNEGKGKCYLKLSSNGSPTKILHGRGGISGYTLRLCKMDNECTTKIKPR
# Target sequence (P03951 388-625 limits assumed): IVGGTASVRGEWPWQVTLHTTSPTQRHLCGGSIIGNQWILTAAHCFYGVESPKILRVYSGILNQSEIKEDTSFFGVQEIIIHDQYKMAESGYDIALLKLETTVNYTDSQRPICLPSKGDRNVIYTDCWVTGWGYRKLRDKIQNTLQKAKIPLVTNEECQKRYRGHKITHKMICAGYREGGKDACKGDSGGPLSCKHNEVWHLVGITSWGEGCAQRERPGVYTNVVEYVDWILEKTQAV
# FXIIa inh: inhibitors of human coagulation factor XIIa; purified FXIIa, Boc-QGR-AMC fluorogenic substrate, 2 h; inhibition, % at 5 µM; actives 0.3% (n = 220,000); in the data active means inhibition above about 40%;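 further: 0% = enzyme with no compound and 100% = blank without enzyme; many of its hits are not listed in these tables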
# thrombin 1536: thrombin (human) inhibition; P00734; alpha-thrombin, Boc-VPR-AMC fluorogenic substrate cleavage; inhibition, % at 5 µM; actives 0.26% (n = 220,000);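 active means inhibition at or above 40%; inactive means inhibition below 40%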;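 further: 0% = enzyme with no compound and 100% = wells without enzyme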
#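 Material: human alpha-thrombin enzyme / Medium: pH 7.5 Tris (50 mM) with NaCl 150 mM, Tween 20 0.05% / Compound: single-point dosing at 5 µM, 0.2% DMSO / Incubation: enzyme reaction carried out at room temperature / Detection: AMC fluorescence, 355/460 nm / Read-out basis: percent inhibition scaled between no-compound controls and no-enzyme blanks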
# hK5 inh: blocks human kallikrein 5 protease activity; Q9Y337; recombinant hK5, fluorogenic AMC substrate cleavage; inhibition, % at 5 µM; actives 0.59% (n = 210,000); AID 873;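 active means inhibition of 40% or more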;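 further: 0% = enzyme controls without compound and 100% = no-enzyme blanks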
# Target sequence (Q9Y337 67-293 limits assumed): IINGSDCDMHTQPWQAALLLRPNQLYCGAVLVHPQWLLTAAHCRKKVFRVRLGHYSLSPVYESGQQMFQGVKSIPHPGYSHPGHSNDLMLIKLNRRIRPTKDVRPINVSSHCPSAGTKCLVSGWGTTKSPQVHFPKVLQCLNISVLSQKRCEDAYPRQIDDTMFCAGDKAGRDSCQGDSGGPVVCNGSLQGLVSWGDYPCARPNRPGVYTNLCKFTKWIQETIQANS
# KCC2 mod: modulators of human KCC2 chloride dependent transport | KCC2 cells, thallium flux FluoZin-2 fluorescence | B-score of Tl+ flux slope (higher = more flux/activation; lower = inhibition) at 10 µM | actives 2.2% (n = 190,000);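 active means thallium flux slope and its plate-corrected score both differing from the plate sample mean at a set confidence after two filtering rounds, in either direction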;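 further: slope of fluorescence scaled to starting intensity during 10 to 20 s after thallium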
# * = called active by the depositor; · = no result given; [ ] = remark or other dose.
SMILES,Furin inh,p97 ATPase inh,Wee1 degr inh,PERK inhibitor,FXIa inh,FXIIa inh,thrombin 1536,hK5 inh,KCC2 mod
COc1ccc(CNC(=O)CN(C(=O)Cn2nnc(-c3ccccc3F)n2)c2ccc(C)cc2)cc1,-13.9,-7.9,-1.1,-0.8,-3.4,1.0,-14.4,0.3,-0.277
COc1ccc(CSc2ncnc3sccc23)cc1F,-20.2,-3.5,5.7,0.8,-2.5,1.6,-9.8,5.1,0.23
CS(=O)(=O)Nc1ccccc1C(=O)Nc1ccccc1Cl,-24.0[20 µM],0.4,-2.5,0.9,7.0,17.6,1.6,-6.4,0.745
Cc1ccc(NC(=O)CN(C)C(=O)c2ccc(Cl)c([N+](=O)[O-])c2)cc1,-14.5,2.5,-2.9,0.2,-1.0,1.8,-8.6,-1.9,0.748
O=C(CS(=O)CC(=O)N(c1cccc(F)c1)C(C(=O)NC1CCCCC1)c1ccco1)Nc1ccc(F)cc1 (centres undefined),-19.2,2.4,-2.9,1.0,2.6,10.4,-10.4,-19.7,0.0308
Cc1ccc(CCNC(=O)C2CCCN(S(=O)(=O)c3cccs3)C2)cc1 (centres undefined),-14.9[20 µM],-3.6,0.6,-1.3,7.1,5.8,-2.5,-8.1,-1.93
COCCN(C(=O)c1ccc2ccccc2c1)c1c(N)n(Cc2ccccc2)c(=O)[nH]c1=O,-20.4,7.3,0.5,1.6,-3.4,1.3,5.0,-3.4,0.486
Cc1ccc(COCCN2CCN(S(=O)(=O)c3ccc(C)cc3)CCC2=O)cc1,-10.9,0.8,-1.4,0.3,2.5,13.6,5.2,-5.4,-0.0465
COc1cccc(-c2nc(CS(=O)(=O)c3ccccc3)no2)c1,-14.5[20 µM],-6.9,2.4,-1.3,4.6,-2.7,4.2,0.3,·
O=C1CCCC/C1=C\Nc1ccc(S(=O)(=O)Nc2cnc3ccccc3n2)cc1,-13.7,5.3,-0.8,0.8,9.2,20.6,5.5,5.7,·
O=C(c1ccccn1)N1CCN(c2cccc(C(F)(F)F)c2)CC1,-30.0,0.8,-0.6,-0.1,-1.8,9.4,1.5,2.0,0.779
CCOC(=O)CNC(=O)CSc1nnc(-c2ccncc2)n1-c1ccc(Cl)cc1,-7.9[20 µM],3.3,-0.7,0.1,12.2,18.9,-0.8,0.7,-0.302
Cc1c(C(=O)Nc2ccc(C(=O)O)cc2)cnn1C,-29.3,3.9,-1.7,-0.7,-1.8,11.0,-2.1,-2.8,0.672
Cc1cccc(-n2c(C)nc3cc(C(=O)NCc4ccc5c(c4)OCO5)ccc32)c1,-6.8,3.9,-1.3,2.4,7.8,8.5,-1.1,-18.2,-0.552
Cc1cccc(NCC(=O)N/N=C\c2cccc(Oc3ccccc3)c2)c1,-25.3,2.1,0.0,0.3,5.1,8.5,-4.6,-22.3,-0.068
C#CCNC(=O)C1=C[C@H](C2CCCCC2)[C@@H](CCCO)[C@H](OCC)O1,-11.9,4.1,2.5,0.5,2.2,13.0,3.6,5.9,-0.668
Cc1ccccc1OCC(=O)N(Cc1nc(-c2ccccc2)no1)C(C)C,-29.4[20 µM],-2.8,-1.6,0.9,-3.1,13.2,-5.8,-11.2,0.259
COC(=O)c1ccc(N/N=C/c2cc([N+](=O)[O-])cc(OC)c2O)cc1,-1.0,7.6,1.6,0.3,2.5,10.6,0.8,6.7,·
O=P(O)(CCc1ccccn1)CN1CCCCC1,-9.5,-0.8,1.9,0.3,-6.2,-6.3,-12.2,-32.1,·
COc1ccc(NC(=O)CSc2c3c(nc4ccccc24)CCCC3)c(OC)c1,-14.1,-2.4,-0.5,-0.8,-5.2,-2.2,-3.7,-10.4,-0.284

# 3 entries out of the list above, ordered by their value in PERK inhibitor, highest first:
SMILES,Furin inh,p97 ATPase inh,Wee1 degr inh,PERK inhibitor,FXIa inh,FXIIa inh,thrombin 1536,hK5 inh,KCC2 mod
COc1ccc(CSc2ncnc3sccc23)cc1F,-20.2,-3.5,5.7,0.8,-2.5,1.6,-9.8,5.1,0.23
Cc1ccc(COCCN2CCN(S(=O)(=O)c3ccc(C)cc3)CCC2=O)cc1,-10.9,0.8,-1.4,0.3,2.5,13.6,5.2,-5.4,-0.0465
COc1ccc(CNC(=O)CN(C(=O)Cn2nnc(-c3ccccc3F)n2)c2ccc(C)cc2)cc1,-13.9,-7.9,-1.1,-0.8,-3.4,1.0,-14.4,0.3,-0.277

# Next part
SMILES,Furin inh,p97 ATPase inh,Wee1 degr inh,PERK inhibitor,FXIa inh,FXIIa inh,thrombin 1536,hK5 inh,KCC2 mod
O=C(C[n+]1cccc(CNC(=O)c2ccc(OC(F)F)cc2)c1)Nc1ccc(SC(F)F)cc1,-11.4,0.9,0.0,0.1,-0.4,4.0,1.7,16.8,-0.507
COc1cc(/C=C\C(=O)OCn2nnc3ccccc3c2=O)cc(OC)c1OC,-11.6,-2.2,2.6,1.0,2.2,6.9,-7.6,2.5,-1.57
CC(=O)CC(=O)NC1C2CC3CC(C2)CC1C3 (centres undefined),-29.5,6.8,3.8,-0.6,-3.5,-2.4,11.3,-20.7,-0.0773
CCCn1c(SCC(=O)N2CCCCC2)nnc1-c1ccco1,-23.6,9.3,2.9,-0.8,5.0,15.1,-2.2,2.8,5.59*
O=c1c2[nH]c3cccc(Cl)c3c2ncn1Cc1ccco1,-19.8,4.0,-0.6,0.5,-18.2,-3.5,-9.2,-3.0,0.334
Cn1c(NC(=O)c2ccccc2)c(-c2ccccn2)c(=O)c2ccccc21,-15.5[20 µM],-1.6,-0.6,-1.3,3.0,9.6,2.9,20.2,·
COc1ccccc1-c1noc(-c2ccccc2C(=O)Nc2cccnc2)n1,-13.3[20 µM],1.9,-0.8,-0.5,-26.9,7.6,-1.6,5.7,-0.000678
Cc1ccc(SCCNC(=S)Nc2cc(C)cc(C)c2)cc1,-19.1[20 µM],-4.2,2.6,1.3,-7.4,-7.5,-4.6,1.0,·
O=C(Nc1c(Cl)cc(Cl)cc1C(=O)NCCN1CCOCC1)c1ccc(Cl)cc1Cl,-13.5[20 µM],2.8,5.8,-0.4,11.8,16.7,22.8,21.7,0.00903
O=C(NCc1cccnc1)/C(=C\c1ccc(-c2ccc(Br)cc2)o1)S(=O)(=O)c1ccccc1,-8.9,2.2,-2.4,-0.9,9.1,-0.4,-0.3,0.1,-1.15
CCOC(=O)C1=NN(C(=O)c2ccc(OC)cc2)C(O)(c2ccc(Cl)cc2)C1 (centres undefined),-19.6,1.7,-1.6,0.1,0.2,-6.7,-3.8,-31.8,65.5*
Cc1ccccc1N1CCN(Cc2cccc(C(=O)O)c2)CC1,-16.6,-0.4,0.0,0.9,2.1,15.2,1.9,-13.4,·
CCOC(=O)c1sc(=N)n(-c2ccc(OC)cc2)c1C,-10.0,-2.8,-1.8,0.1,1.7,13.4,1.0,-12.1,-0.247
N=c1c2c(ncn1CCN1CCOCC1)Oc1cc(O)ccc1C2c1ccccc1 (centres undefined),10.8,6.8,-1.7,-0.7,2.5,6.3,-5.6,-1.4,1.01
O=C(Nc1ccccc1C(=O)N1CCCC1)C1CCN(c2ncccn2)CC1,-17.9,2.9,-2.9,-0.2,4.8,7.9,2.3,5.3,0.221
O=C(N/N=C/c1ccc([N+](=O)[O-])o1)C(=O)Nc1ccc(C(=O)O)cc1,-25.6,7.3,0.4,-0.2,4.8,11.7,1.5,2.6,-0.232
CCOC(=O)C(NC(=O)CC)(Nc1nc2c(s1)CCCC2)C(F)(F)F (centres undefined),-11.7[20 µM],2.2,-0.3,0.4,2.5,9.2,0.4,-8.6,-0.928
CCCn1cc(SCC(=O)NCc2ccco2)c2ccccc21,-14.5[20 µM],3.8,1.8,-0.4,-6.0,9.6,6.5,-9.7,-0.684
CCSC1=N/C(=C\c2ccccc2)C(=O)N1,-4.8,5.1,7.6,1.5,9.2,6.8,-2.4,-7.2,-0.0247
COc1ccc2nccc(C(N)=O)c2c1,-15.0,5.8,-0.6,1.5,-0.8,2.8,-6.6,-3.7,0.317
O=c1[nH]c2cc3c(cc2cc1CN(Cc1ccccc1)Cc1nnnn1Cc1ccco1)OCCO3,-22.9,2.6,-2.6,-0.4,3.0,9.9,-2.6,-1.4,-3.99
Cc1ccc(Nc2c(-c3ccc(C)o3)nc3cnccn23)cc1,-12.1,2.1,1.3,0.6,-6.2,-2.4,-10.1,-130.7,-0.462
CCN(C(=O)CSc1ccc2c(c1)OCCO2)C1CCS(=O)(=O)C1 (centres undefined),-14.8,2.1,-2.1,-0.1,0.9,19.5,-4.4,-12.9,·
Clc1ccccc1OCc1nnc(-c2ccccc2)o1,-23.6,-1.7,4.7,0.1,-3.6,3.7,-10.1,-0.8,-2.49
Cc1ccc(C(=O)N/C(=C/c2ccc(F)cc2)C(=O)NCc2ccncc2)cc1,-16.7,4.6,2.5,0.9,12.9,11.6,-1.8,-19.4,-0.0528
CCOC(=O)N1CCN(Cc2nc3c(c(=O)[nH]c(=O)n3C)n2Cc2cc(C)ccc2C)CC1,-13.6[20 µM],-9.2,2.0,-1.1,-3.9,5.3,-9.0,15.2,0.257
Cc1cccc(NC(=O)CS(=O)(=O)c2cn(C)c3ccccc23)c1C,-3.8,1.8,1.2,-0.4,4.1,4.9,-3.2,-13.9,-0.0644
Cc1ccc(CC2CC(=O)N(c3cc(Cl)ccn3)C2=O)cc1 (centres undefined),-27.9,1.4,-1.4,1.3,5.7,10.0,-2.3,-3.4,-0.766
Cc1ccc(-n2cccn2)c(CN2CCC(CO)(CCc3ccccc3)CC2)c1,-21.6,-3.7,17.9*,0.3,-1.9,8.8,-3.2,2.2,0.364
COc1ccc(Cc2nnc(NC(=O)c3ccco3)s2)cc1,-12.5[20 µM],-2.5,-1.1,0.0,1.1,8.7,0.6,-1.4,0.011
CCOc1ncccc1C(=O)OCc1nnc(-c2ccccc2)o1,-14.2,-0.2,0.6,-0.1,-0.6,17.0,1.1,-28.1,0.638
Cn1c(SCC(=O)Nc2ccccc2)nc2c([nH]c3ccccc32)c1=O,-7.0,-0.9,1.5,-0.1,-2.6,1.2,-2.6,-9.6,-0.606
COc1cccc(N2C(=O)Nc3ccccc3C2(O)C(=O)NCc2ccc3c(c2)OCO3)c1 (centres undefined),-11.8,-2.3,5.8,-0.3,-3.3,12.0,-6.2,-3.5,0.354
COC(=O)c1[nH]c2cccc(OC)c2c1NC(=O)CCN1CCSCC1,-11.3,2.8,-0.9,2.3,2.0,12.4,4.3,-1.0,-0.0375
O=C(CCN1CCN(c2ccccc2F)CC1)c1ccc(Br)cc1,-25.9,-0.5,0.5,0.4,-0.8,14.8,-2.2,3.4,·
O=C(CN1C(=O)c2ccccc2C1=O)Nc1sc2c(c1C(=O)NCc1ccco1)CCCC2,28.5*[20 µM],5.5,2.0,-0.6,-0.9,4.2,-5.0,-10.8,0.479
O=C(CSc1nnc(C2CCCCC2)n1Cc1ccccc1)NCc1ccco1,-14.6,-6.0,0.2,0.0,1.8,6.2,-5.1,-12.3,0.902
CN(c1ccccc1C(=O)N1CCOCC1)S(C)(=O)=O,-10.5[20 µM],0.3,-2.7,0.5,0.9,16.5,-0.7,-2.6,-0.357
O=C(CC(C(=O)N1CCc2ccccc21)n1ccnc1)N1CCc2ccccc2C1 (centres undefined),-12.7,3.7,-2.3,-1.3,4.8,17.4,2.9,-3.1,-6.19*
Cc1ccc(OCC(=O)Nc2ccc3c(c2)OCO3)cc1C,-26.1,4.6,-1.8,0.7,1.4,11.1,-5.0,3.5,-0.985
CC(=O)c1cccc(NC(=O)Cn2nc(-c3ccc(Cl)cc3)ccc2=O)c1,-15.2,4.9,4.2,1.6,-0.7,4.5,-3.3,0.1,0.493
CCOC(=O)Cc1nnc(Nc2cccc(C)c2)c2ccccc12,-9.3[20 µM],-1.1,-1.5,-0.6,10.0,3.3,-2.6,-0.5,-0.589
